SENP8 block-1: inhibitors of human SENP8 protease | Q96LD8 | purified SENP8, Z-RLRGG-aminoluciferin cleavage, luminescence | inhibition, % at 10 µM | 1.2% of 330,000 active | AID 2540; in the data active = inhibition above about 50%
SENP7 inh: inhibitors of human SENP7 protease. inhibition, % at 5 µM. 1.5% of 330,000 active. recombinant SENP7, Z-RLRGG-aminoluciferin luminescence, 40 min. Q9BQF6;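 active = inhibition above about 50% at the single test dose, limit read from the data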;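 also: plate controls were DMSO with enzyme for no effect and no enzyme buffer wells for full effect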
Target sequence (Q9BQF6 706-1050 limits assumed): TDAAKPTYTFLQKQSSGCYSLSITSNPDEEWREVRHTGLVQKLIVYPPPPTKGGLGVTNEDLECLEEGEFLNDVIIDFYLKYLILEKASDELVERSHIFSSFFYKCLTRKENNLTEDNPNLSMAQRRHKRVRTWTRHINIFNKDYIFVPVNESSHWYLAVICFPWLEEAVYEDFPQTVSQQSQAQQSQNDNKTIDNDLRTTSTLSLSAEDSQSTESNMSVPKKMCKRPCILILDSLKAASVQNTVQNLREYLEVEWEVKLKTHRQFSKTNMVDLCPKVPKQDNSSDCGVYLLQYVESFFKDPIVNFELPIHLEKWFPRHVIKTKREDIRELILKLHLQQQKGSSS
SENP6 block: blocks the human protease SENP6. inhibition, % at 10 µM. Q9GZR1. 1.8% of 330,000 active. Recombinant SENP6 catalytic domain, aminoluciferin luminescence;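 active = inhibition above about 50% at the single tested dose, limit read from the data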;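 also: plate controls were DMSO wells with enzyme for no effect and DMSO wells lacking enzyme for full effect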
Target sequence (Q9GZR1 628-1112 limits assumed): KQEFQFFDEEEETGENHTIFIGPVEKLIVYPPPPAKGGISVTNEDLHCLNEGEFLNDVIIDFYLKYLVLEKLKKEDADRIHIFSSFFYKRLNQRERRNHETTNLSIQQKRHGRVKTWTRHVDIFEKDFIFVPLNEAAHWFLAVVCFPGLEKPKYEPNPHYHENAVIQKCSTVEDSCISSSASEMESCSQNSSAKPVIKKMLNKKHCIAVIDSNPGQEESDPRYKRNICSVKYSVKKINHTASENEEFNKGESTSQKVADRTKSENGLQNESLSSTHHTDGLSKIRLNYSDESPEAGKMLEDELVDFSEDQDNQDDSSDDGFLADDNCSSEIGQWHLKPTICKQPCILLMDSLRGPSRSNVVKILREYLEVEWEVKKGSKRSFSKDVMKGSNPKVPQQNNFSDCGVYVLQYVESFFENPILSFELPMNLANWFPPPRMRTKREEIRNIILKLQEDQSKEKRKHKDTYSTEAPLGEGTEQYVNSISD
UBC13 inh: human UBC13 polyubiquitination inhibition. P61088. UBC13 polyubiquitin chain formation, TR-FRET. inhibition, % at 20 µM. 0.47% of 330,000 active; in the data active = inhibition above about 45%, passing the limit was not always enough
APOBEC3G inh: APOBEC3G (human) deaminase inhibition; recombinant A3G, ssDNA deamination FAM/TAMRA fluorescence; inhibition, % at 20 µM; 0.28% of 330,000 active;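 active = inhibition of at least 40% at 20 µM, with no more than 30% in the related APOBEC3A deaminase screen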;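 also: plate controls were DMSO wells with A3G for no effect and wells lacking A3G enzyme for full effect; some compounds called inactive have numbers as strong as hits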
SENP8 block-2: inhibitors of human SENP8 protease; 0.64% of 360,000 active; AID 602440; recombinant SENP8, Nedd8 substrate fluorescence; inhibition, % at 20 µM; in the data active = inhibition mostly above about 40%, no sharp cut-off; inactive = mostly below about 27%
Apaf1 inhib: inhibitors of human Apaf-1 apoptosome. O14727. reconstituted apoptosome caspase-3 activity, DEVD-Rh110 fluorescence. inhibition, % at 20 µM. 0.71% of 330,000 active. AID 489030; active = inhibition of at least 40% at 20 µM;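 also: plate controls were DMSO wells for no effect and DEVD-CHO caspase inhibitor wells for full effect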
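System: Apoptosome proteins | Medium: Hepes pH 7.5 with detergent and BSA | Also added: Cytochrome c trigger plus (Z-DEVD)2-Rh110 caspase-3 substrate | Incubation: 30 min compound preincubation, 50 min activation, room temperature | Detection: Rhodamine 110 fluorescence at Ex 480/Em 540 nm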
SENP1 FRET inh: inhibitors of human SENP1 SUMO protease catalytic domain. recombinant SENP1 catalytic domain, CyPet-SUMO1-YPet FRET cleavage. inhibition, % at 10 µM. 0.21% of 360,000 active. AID 624204;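 active = inhibition at least 30% at 10 µM, raw YFP signal under a set limit, fluorescence ratio 0.5 to 1.5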;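 also: 0% = enzyme with DMSO and 100% = no enzyme wells; some results filed as inactive read as strong as hits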
Target sequence (Q9P0U3 419-644 limits assumed): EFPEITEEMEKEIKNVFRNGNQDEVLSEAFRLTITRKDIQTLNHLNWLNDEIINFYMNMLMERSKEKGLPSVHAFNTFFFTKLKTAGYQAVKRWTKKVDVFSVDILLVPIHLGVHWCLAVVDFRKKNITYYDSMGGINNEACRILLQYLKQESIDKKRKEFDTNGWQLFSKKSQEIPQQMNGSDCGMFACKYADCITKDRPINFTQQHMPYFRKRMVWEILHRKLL
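material = recombinant human SENP1 catalytic domain, His6-tagged | quantity = 20 pM enzyme | reagent = 25 nM SUMO1 FRET substrate | compound dosing = 10 µM single point, 0.5% DMSO | timing = 50 min enzyme reaction, room temperature, light-protected | detection = FRET, CFP and YFP emission | control set = no-enzyme low, enzyme-DMSO high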
An asterisk follows results filed as active; · = not tested or not shown.

SMILES	SENP8 block-1	SENP7 inh	SENP6 block	UBC13 inh	APOBEC3G inh	SENP8 block-2	Apaf1 inhib	SENP1 FRET inh
CC(C)(C)OC(=O)C[C@H]1C/C=C\C[C@@H](CC(=O)N(CCO)Cc2ccccc2)C(=O)NC[C@@H](c2ccccc2)OC1=O	-2	2	4	10	-9	9	19	3
Cc1ccccc1NC(=O)NCCCN1CCCC1=O	-3	2	4	-4	4	6	1	-3
COc1ccc(C(=O)/C=C/c2ccc(OC)c(O)c2)c(F)c1	-14	3	-3	-16	-7	-19	3	-8
COc1ccc(N2CCN(C(=O)CSc3nnnn3C3CC3)CC2)cc1	-7	4	-9	-3	-3	10	-1	2
COc1ccc2nc3oc(C(=O)Nc4ccc(OC)c(OC)c4)cc3cc2c1	-4	-3	-3	12	-8	-135	6	16
Cc1ccccc1NC(=O)/C=C/c1cccs1	23	63*	-6	-24	-1	3	-5	2
N#CCCCn1c(=O)oc2ccccc21	3	-1	-12	3	-8	8	-8	4
CC(C)OC(=O)Cn1nnc(-c2ccccc2)n1	6	6	8	0	2	2	-4	1
COc1ccc2[nH]cc(CCNS(=O)(=O)c3ccc(C)cc3)c2c1	4	3	9	12	2	12	-9	0
COc1ccc(NC(=O)c2nc(SC)ncc2Cl)cc1	-2	-1	-5	8	0	26	4	1
O=C(NC1CCCCC1)C(c1ccc(F)cc1)N(C(=O)Cc1ccsc1)c1ccc(F)cc1 (stereo unspecified)	7	-2	0	-6	-4	8	1	0
O=C(N/N=C\c1ccc(OCC(=O)N2CCCC2)cc1)C(=O)Nc1ccccc1F	-8	3	5	-1	-3	-31	0	0
CC1=C(C#N)C(Nc2cccc(C)n2)(C(F)(F)F)C(=O)N1 (stereo unspecified)	6	1	-8	7	12	15	-4	-1
COc1cccc(/C=N/NC(=O)c2ccc(COc3ccc(Cl)cc3Cl)o2)c1	5	-3	-6	-1	0	8	5	1
O=C(NNC(=O)c1cccc(-n2cccc2)c1)c1ccc(F)cc1	13	-2	-14	5	18	6	12	0
Cc1ccc2nc(NCc3ccco3)c(C=NCc3ccco3)c(=O)n2c1	17	-1	5	-8	10	-8	4	3
O=C1c2ccccc2C(=O)N1CCC#Cc1ccc2cc(CCCO)oc(=O)c2c1	-15	-11	-27	26	-8	-87	23	0
CCOC(=O)c1nn(-c2ccc(Cl)cc2)c2nnc(Cc3ccccc3)c(=O)n12	5	-2	-18	7	-3	-1	-5	3
COc1cc(OC)cc(C(=O)NCCCNC(=O)c2ccccn2)c1	-16	-3	-27	4	5	-5	11	0
COc1ccc(Cl)cc1NC(=O)NCc1ccco1	-13	-2	-5	-12	-2	23	-1	0
COc1ccc([C@@H]2[C@@H]3C(=O)N(C(C)(C)C)C(=O)[C@@H]3[C@]3(Cc4ccc(Cl)cc4)C(=O)N(c4ccc(OC)cc4)C(=O)N23)cc1	6	-13	6	-6	-9	2	-2	2
Cc1cc(C)c(NC(=O)CNC(=O)CN2C(=O)NC3(CCCc4ccccc43)C2=O)c(C)c1 (stereo unspecified)	0	0	-10	6	-5	7	7	1
O=C(Nc1cccnc1)c1sc(Nc2ccccc2)nc1-c1ccccc1	-2	0	-4	48*	0	-431	9	-35
CCC(CC)c1nnc(NC(=O)c2ccc3ccccc3n2)s1	-9	-2	29	-19	-3	11	15	0
COc1c(Cl)cc(C(=O)Nc2ccccc2C(=O)O)cc1Cl	69*	6	76*	7	4	7	1	1
COc1ccc(NC(=O)CSc2nc(-c3ccco3)nc3cc(=O)[nH]n23)cc1Cl	10	-3	16	-11	-2	-16	3	-1
CC1(C)Cc2c(cnn2-c2ccccc2)C(NC(=O)CCc2ccncc2)C1 (stereo unspecified)	-4	2	-12	-4	-9	4	7	2
COc1cccc(CNC(=O)CNC(=O)N2CC(=O)Nc3ccccc32)c1	-12	-9	-15	1	-3	6	0	-6
CC(=O)N1CCN(Cc2nc3cc(NC(=O)c4cccs4)ccc3n2C)CC1	-8	-3	-6	-8	-9	15	5	-2
CSc1cccc(CN2CCC(CCC(=O)NC3CC3)CC2)c1	11	1	-5	-8	-4	22	2	0
Cc1cc(S(=O)(=O)Nc2ccc(C(=O)N3CC(C)OC(C)C3)cc2)ccc1F (stereo unspecified)	-3	-11	-7	-1	-8	13	6	2
Nc1ccccc1S(=O)(=O)NCCCCc1ccccc1	-1	-5	9	5	-7	-1	13	0
COc1c(Br)cc(Br)cc1/C=C1/C(=O)N=C(N)N1C	-2	-6	-5	-2	-6	-26	14	-71
COC(=O)c1ccc2c(=O)n(CC3CCCO3)c(SCC(=O)Nc3ccccc3Cl)nc2c1 (stereo unspecified)	-14	-10	-28	-7	-3	-28	27	0
CCOC(=O)C1=C(COC(=O)C2CC(=O)N(c3ccccc3F)C2)NC(=O)NC1C (stereo unspecified)	-1	-3	-2	-9	4	9	13	2
Cc1nn2c(NCCN(C)C)c3c(nc2c1-c1ccccc1)CCC3	2	1	-34	15	0	-230	2	0
COC(=O)C1=C(C)N(Cc2ccccc2)C(=NCc2ccccc2)N[C@H]1c1cccc(C(F)(F)F)c1	-8	-4	-19	76*	-1	17	65*	-28
Cc1cc(C(=O)Cn2cnc3ccccc3c2=O)c(C)n1C1CC1	-18	-7	-14	-5	-10	11	5	-1
CCc1ccc(C2CC(=O)NC(SCC(=O)OC(C)C)=C2C#N)cc1 (stereo unspecified)	9	5	1	9	-9	9	9	1
O=C(NC1(C(F)(F)F)NC(=O)N(Cc2ccccc2)C1=O)c1cccnc1 (stereo unspecified)	-1	4	-5	12	-5	18	4	2
CCOc1ccc(NC(=O)CN2C(=O)CCSc3ccc(S(=O)(=O)N4CCCC4)cc32)cc1	-1	-1	1	2	-9	5	-1	1
COc1ccccc1CN(C)CC(=O)Nc1ccccc1-c1ccccc1	7	11	-5	-1	-1	7	8	2
Cc1ccc(CSc2nc3ccncc3n2CC(=O)Nc2cc(C)cc(C)c2)cc1	3	-2	-2	29	-8	0	15	1
Cc1ccc2nc(-c3ccc(N4C(=N)SC5CS(=O)(=O)CC54)cc3)sc2c1 (stereo unspecified)	5	13	7	8	0	-462	2	-50
Cc1ccc(/C=N/NC(=O)c2sccc2OCc2ccc(F)cc2)cc1	-26	-14	-36	13	-7	17	22	2
O=C(OCC(=O)N1CCCC1=O)c1cccc(S(=O)(=O)N2CCOCC2)c1	-8	-12	-17	-7	-7	11	5	-2
O=C(COc1ccccc1)NC(=S)Nc1cccc(NC(=O)c2ccccc2Cl)c1	-2	7	1	-2	0	7	10	3
COc1ccc(S(=O)(=O)NN=C2CCCCC2)cc1	8	7	2	17	-1	15	-8	0
Cc1cccc2c1NC(=O)C2=Nc1ccc(Cl)cc1	-3	1	-1	-9	-6	25	-1	-1
CCCCc1cc2c(c(NC(C)=O)n1)c(=O)oc1ccccc12	1	1	-4	8	-6	·	4	·

For reference, some entries already given:
SMILES	SENP8 block-1	SENP7 inh	SENP6 block	UBC13 inh	APOBEC3G inh	SENP8 block-2	Apaf1 inhib	SENP1 FRET inh
O=C(COc1ccccc1)NC(=S)Nc1cccc(NC(=O)c2ccccc2Cl)c1	-2	7	1	-2	0	7	10	3
COc1ccc(S(=O)(=O)NN=C2CCCCC2)cc1	8	7	2	17	-1	15	-8	0
Cc1cccc2c1NC(=O)C2=Nc1ccc(Cl)cc1	-3	1	-1	-9	-6	25	-1	-1
CCCCc1cc2c(c(NC(C)=O)n1)c(=O)oc1ccccc12	1	1	-4	8	-6	·	4	·

(continued)
SMILES	SENP8 block-1	SENP7 inh	SENP6 block	UBC13 inh	APOBEC3G inh	SENP8 block-2	Apaf1 inhib	SENP1 FRET inh
COc1cccc(NC(=S)N2CCn3cccc3C2c2cccnc2)c1 (stereo unspecified)	4	4	18	16	-5	12	-3	-3
CC1CCCCN1S(=O)(=O)c1ccc(S(=O)(=O)NCCc2ccncc2)cc1 (stereo unspecified)	5	6	-13	7	-9	3	-15	0
O=C(CSc1nnc(-c2n[nH]c3ccccc23)n1-c1ccccc1)Nc1cccc(Cl)c1	-13	0	-17	-17	-2	12	1	3
COc1cc(NC(=O)c2ccccc2Cl)ccc1NC(=O)c1ccco1	-4	-12	-5	-9	-7	-6	7	3
COc1ccccc1NC(=S)NC(NC(=O)CC(C)C)C(Cl)(Cl)Cl (stereo unspecified)	5	5	4	-5	-3	2	-3	2
O=C(CSc1nnc2ccc(-c3cccnc3)nn12)Nc1ccc(F)cc1	6	-3	2	-5	-10	-90	2	0
CCN(CC)CCOCCOc1ccccc1F	7	8	7	-12	-5	15	-9	0
COC(=O)c1ccc(NC(=O)CSc2nnc(C(C)NC(=O)c3ccccc3Cl)n2C)cc1 (stereo unspecified)	1	-8	-20	-4	-6	21	11	1
CCNc1nnc(CSc2nc3ccccc3s2)s1	-3	-1	10	10	-1	2	5	-1
O=C(CSc1cccc[n+]1[O-])c1ccccc1Br	-5	-1	-14	-5	-6	16	0	1

Laid out differently: entries from further up
mol | SENP8 block-1 | SENP7 inh | SENP6 block | UBC13 inh | APOBEC3G inh | SENP8 block-2 | Apaf1 inhib | SENP1 FRET inh
COc1cc(NC(=O)c2ccccc2Cl)ccc1NC(=O)c1ccco1 | -4 | -12 | -5 | -9 | -7 | -6 | 7 | 3
O=C(CSc1nnc(-c2n[nH]c3ccccc23)n1-c1ccccc1)Nc1cccc(Cl)c1 | -13 | 0 | -17 | -17 | -2 | 12 | 1 | 3
COc1ccccc1NC(=S)NC(NC(=O)CC(C)C)C(Cl)(Cl)Cl (stereo unspecified) | 5 | 5 | 4 | -5 | -3 | 2 | -3 | 2

Other structures follow.
SMILES	SENP8 block-1	SENP7 inh	SENP6 block	UBC13 inh	APOBEC3G inh	SENP8 block-2	Apaf1 inhib	SENP1 FRET inh
CCCOc1ccc(S(=O)(=O)NCCCN2CCOCC2)c2ccccc12	-5	-3	4	1	3	10	12	1
CCN1CCN(C(c2cccs2)C(C)NS(=O)(=O)c2ccc(C)cc2)CC1 (stereo unspecified)	-2	-7	1	-31	-4	19	6	0
O=C(N[C@H]1C/C=C\C[C@H](CC(=O)N(CCO)Cc2ccccc2)C(=O)N[C@H](Cc2c[nH]c3ccccc23)COC1=O)OCC1c2ccccc2-c2ccccc21	4	-13	-11	-7	-6	8	24	-5
Cn1cc(S(=O)(=O)N2CCNCC2)cc1C(N)=O	-5	6	-4	-1	10	6	2	2
Cc1ccc(F)cc1CNC(=O)C1CCC(=O)N(CCCN2CCCC2=O)C1 (stereo unspecified)	2	0	-1	1	-5	-3	-11	0
Cc1cc(C)cc(OCC(=O)NCc2nc(-c3ccccc3)no2)c1	-10	-10	-24	2	-3	12	9	4
O=C(c1ccco1)N1CCN(Cc2c(F)cccc2Cl)CC1	3	-3	-1	0	-8	15	-8	-1
O=C(O)CCCCCN1C(=O)CCC1=O	-12	-3	-8	-6	-2	10	-4	1
C=CCNC(=O)c1onc(CSc2ccccc2C)c1C(=O)O	5	3	15	-6	-3	1	-2	0
CCOC(=O)N1CCN(C2CC(=O)N(c3ccc(C)cc3)C2=O)CC1 (stereo unspecified)	-7	9	-10	-4	-6	17	-4	-3
Cc1c(N(CC(=O)O)S(=O)(=O)c2ccccc2)c(=O)n(-c2ccccc2)n1C	-1	2	4	5	-5	4	2	2
COc1ccc([N+](=O)[O-])cc1NC(=O)CCN1CCN(c2ccccc2)CC1	0	-1	-2	-7	-7	11	7	2
COC(=O)c1ccc(/C=C2\Oc3ccccc3NC2=O)cc1	-12	-6	5	12	-8	-260	3	-23
CC1CN(CC(=O)Nc2ccc([N+](=O)[O-])cc2Br)CC(C)O1 (stereo unspecified)	3	4	13	-7	-4	25	-3	0
O=C(NCC(=O)N1CCN(Cc2ccccc2)CC1)c1cc(Cl)cc([N+](=O)[O-])c1	1	5	-8	1	-1	15	2	2
O=C(c1cccs1)N(c1ccc(Br)cc1)C1C=CS(=O)(=O)C1 (stereo unspecified)	2	0	-1	8	-9	12	-10	2
CCOc1ccc(OCc2ccc(C(=O)Nc3cccnc3)o2)cc1	4	9	0	-12	-1	5	8	-1

Records listed so far marked active in SENP7 inh.
Compound	SENP7 inh	SENP6 block	UBC13 inh	APOBEC3G inh	SENP8 block-2	SENP1 FRET inh
Cc1ccccc1NC(=O)/C=C/c1cccs1	63*	-6	-24	-1	3	2
